Screens as filed in PubChem.
hgDAF12 agonist: activates the H. glycines DAF-12 receptor ligand-binding domain; HEK293 GAL4-hgDAF12 UAS-luciferase reporter, agonist luminescence; normalized to butyrate control; activation, % at 6.8 µM; 1.8% of 370,000 active; AID 687014;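 active means activation above a cutoff set at the mean of all screened compounds plus 3 SD, cut at about 10% in these data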;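 further: 0% = DMSO wells and 100% = sodium butyrate wells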
GC-A act: GC-A (human) enzyme activation | P16066 | HEK293 GC-A cells, cGMP TR-FRET, EC30 ANP; 0% at EC30 ANP, 100% saturating ANP | activation, % at 10 µM | 0.14% of 370,000 active | AID 1671463; in the data active means activation above about 40%
proKLK7 act: activates the human kallikrein-7 zymogen | P49862 | purified proKLK7, EDANS-DABCYL substrate fluorescence; 100% is mature enzyme control, 0% vehicle | activation, % at 7 µM | 0.9% of 370,000 active;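 active means activation above the mean of all tested compounds plus 3 SD, computed per campaign excluding outliers beyond control limits, cut at about 13% in these data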
Target sequence (P49862 whole entry, looked up): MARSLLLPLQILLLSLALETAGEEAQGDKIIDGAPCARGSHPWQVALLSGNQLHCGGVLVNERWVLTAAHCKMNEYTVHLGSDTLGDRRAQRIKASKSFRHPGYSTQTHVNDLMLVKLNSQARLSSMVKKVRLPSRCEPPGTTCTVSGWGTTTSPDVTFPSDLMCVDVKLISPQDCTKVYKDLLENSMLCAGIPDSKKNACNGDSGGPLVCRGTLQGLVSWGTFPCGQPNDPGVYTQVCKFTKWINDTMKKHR
DAX1 inh-1: inhibits human nuclear receptor DAX1 | P51843 | HEK293 Gal4-DAX1 luciferase reporter, luminescence | inhibition, % at 6.75 µM | 0.99% of 340,000 active | AID 504766;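 active means inhibition above the mean over all tested compounds plus 3 SD, cut at about 4.2% in these data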;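 further: 0% = DAX1-transfected cells with DMSO and 100% = empty-vector control cells with DMSO; inhibition shows as a rise in luminescence from relieved DAX1 repression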
Target sequence (P51843 207-470 limits assumed): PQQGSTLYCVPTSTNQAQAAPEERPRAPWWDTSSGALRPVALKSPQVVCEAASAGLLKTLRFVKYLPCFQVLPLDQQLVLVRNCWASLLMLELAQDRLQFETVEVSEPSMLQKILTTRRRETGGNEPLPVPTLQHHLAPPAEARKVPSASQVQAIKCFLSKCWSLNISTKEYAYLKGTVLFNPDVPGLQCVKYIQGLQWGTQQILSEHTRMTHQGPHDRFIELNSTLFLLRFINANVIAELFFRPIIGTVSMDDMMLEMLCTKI
GAA850 FXN act: frataxin GAA850 promoter activation | HEK293 lucGAA850 FXN promoter luciferase reporter, 24 h; percent of 10 µM SAHA response | activation, % at 6 µM | 0.56% of 360,000 active | AID 540364;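 active means activation above the average of all compounds screened plus 3 SD, cutoff fixed separately per campaign, cut at about 7.5% in these data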;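 further: 0% = DMSO wells and 100% = 10 µM SAHA wells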
DAX1 inh-2: DAX1 (NR0B1) inhibition, primary screen | HEK293T StAR-luciferase reporter, SF-1/DAX-1 repression relief | inhibition, % at 6.8 µM | 1.1% of 370,000 active | AID 652010;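 active means inhibition above the mean over all tested compounds plus 3 SD, cut at about 3.6% in these data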;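 further: 0% = DAX-1 cells with DMSO and 100% = cells lacking DAX-1 with DMSO; higher inhibition means more luminescence from relief of DAX-1 repression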
GC-B act: GC-B (human) receptor activation; P20594; HEK293-GC-B cells, CNP EC30, cGMP TR-FRET; 0% at EC30 CNP, 100% saturating CNP; activation, % at 10 µM; 0.11% of 370,000 active; AID 1920062;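 active means activation at 10 µM reaching about 35% in either raw or pattern-adjusted values, limit read from the data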
sPLA2-III inh: Inhibits HGIII-sPLA2 liposome hydrolysis, primary screen | QFRET BODIPY PC-A2 liposome hydrolysis, fluorescence | inhibition, % at 12.2 µM | 0.56% of 370,000 active;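 active means inhibition above mean plus 3 SD of compounds lying within the high and low control bounds, cut at about 19% in these data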;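 further: 0% = median of test compound wells and 100% = no enzyme DMSO wells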
Target sequence (Q9NZ20 whole entry, looked up): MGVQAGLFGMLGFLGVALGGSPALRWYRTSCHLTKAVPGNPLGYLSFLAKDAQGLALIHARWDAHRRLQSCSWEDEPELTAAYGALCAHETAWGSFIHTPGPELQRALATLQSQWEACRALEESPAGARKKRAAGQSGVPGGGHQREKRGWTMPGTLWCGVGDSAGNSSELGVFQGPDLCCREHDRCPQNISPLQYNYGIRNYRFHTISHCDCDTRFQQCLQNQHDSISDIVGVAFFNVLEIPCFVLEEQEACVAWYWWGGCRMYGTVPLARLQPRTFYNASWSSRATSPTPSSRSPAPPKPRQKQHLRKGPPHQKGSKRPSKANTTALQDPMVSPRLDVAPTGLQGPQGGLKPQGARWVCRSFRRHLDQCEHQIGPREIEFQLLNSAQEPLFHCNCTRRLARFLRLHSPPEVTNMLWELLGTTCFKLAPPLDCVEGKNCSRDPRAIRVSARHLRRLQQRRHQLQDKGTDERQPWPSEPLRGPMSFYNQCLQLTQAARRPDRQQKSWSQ
hcDAF-12 act: activators of H. contortus DAF-12 nuclear receptor; HEK293 hcDAF-12 lit1-tk-luc reporter, luminescence; 0% DMSO, 100% Δ7-dafachronic acid; activation, % at 6.8 µM; 1.4% of 370,000 active;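 active means activation above the mean of all tested compounds plus 3 SD, cut at about 5.5% in these data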;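 further: 100% = response to 3 µM Δ7-dafachronic acid high control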
SMARCA2 act: SMARCA2 function activation, primary screen; activation, % at 9.1 µM; MG213 cells, MMTV-luciferase reporter, dexamethasone, overnight; 1% of 370,000 active; AID 652017; in the data active means activation above about 7.8%;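 further: 0% = vehicle wells and 100% = reference activator wells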
ssDAF12 agonist: activators of S. stercoralis DAF-12 nuclear receptor | 1% of 370,000 active | activation, % at 6.8 µM | HEK293 ssDAF-12/GRIP1 lit1-tk-luc reporter, luminescence; % of 3 µM dafachronic acid response;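 active means activation above the mean over all tested compounds plus 3 SD, cut at about 0.9% in these data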;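 further: 0% = DMSO-only wells and 100% = 3 µM delta7-dafachronic acid wells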
Numbers without * were called inactive; · = not tested or not shown. This is a random part of the collection; overall some 6.7% were active at least once.

SMILES	hgDAF12 agonist	GC-A act	proKLK7 act	DAX1 inh-1	GAA850 FXN act	DAX1 inh-2	GC-B act	sPLA2-III inh	hcDAF-12 act	SMARCA2 act	ssDAF12 agonist
CN(C)CCCN(C(=O)c1ccc(S(=O)(=O)N(C)C2CCCCC2)cc1)c1nc2ccc(Br)cc2s1	-1.1	-4	-0.4	-1.3	1.8	-0.2	0	-6	-0.6	-3	-1.3
CC1(C(=O)NCc2cccc3ccccc23)CCN1Cc1ccc(-c2ccccc2)o1 (stereo unspecified)	2.0	-10	0.8	·	10*	-1.1	-8	-21	-1.4	-3	-0.9
CN(C)CCCNC(=O)C[C@H]1C[C@H](C(=O)N2CCOCC2)[C@@]2(CCC3CCCC3)c3[nH]c4cc(-c5ccco5)ccc4c3CCN2C1=O	1.3	3	68*	-0.1	0.6	0.4	-7	-15	-1.2	8.2*	-0.7
Cn1nc(C(F)(F)F)c(/C=N/OC(=O)c2ccccc2)c1SCc1ccc(Cl)cc1	-0.6	4	0.0	-0.5	1.5	-1.1	0	-1	-1.5	-2	-0.8
CCCC(=O)Nc1cc(C)c(NC(=O)c2cccs2)cn1	-5.1	2	-0.2	1.9	2.0	-0.1	3	3	-2.1	2	-1.7
CC(=O)c1c(C)[nH]c(C(=O)Nc2cccc(C#N)c2)c1C	0.3	-2	0.5	-1.1	-0.5	-0.1	-7	-2	-1.1	-3	-0.9
Cc1ccccc1-c1nc(CS(=O)CC(=O)NCCc2ccc(Cl)cc2)c(C)o1 (stereo unspecified)	-2.0	0	1.1	-0.3	-0.1	-2.1	-2	-1	-2.5	-2	-0.8
O=C(NCCN1C(=O)S/C(=C/c2ccccc2)C1=O)C1CCCN1C(=O)c1cccs1 (stereo unspecified)	-1.3	0	-0.7	-0.5	0.2	-0.6	3	-5	-1.2	5	-1.1
C(=N/n1c2ccccc2c2ccccc21)/c1ccco1	0.8	-10	-0.4	0.9	0.3	0.2	-4	2	1.3	0	-1.0
O=C(CSc1ccccn1)Nc1cccc([N+](=O)[O-])c1	9.8	-3	0.2	0.0	3.8	0.7	3	-4	2.3	-2	-0.3
OCCNc1nc(Nc2ccccc2OC(F)(F)F)nc(N2CCCC2)n1	-2.5	-2	0.6	-1.8	1.4	-0.8	-4	-40	-1.9	0	-1.6
CCN1C(=O)[C@H]2[C@@H](c3ccc(-c4cccc(Cl)c4)c(OC)c3)N[C@@](Cc3ccccc3)(C(=O)OC)[C@H]2C1=O	2.1	-3	-0.5	0.7	-3.4	0.2	2	2	-2.1	-1	-1.4
Cc1ccc(S(=O)(=O)NC(=O)C2CCCCC2)cc1	0.3	1	0.3	0.5	2.8	-0.6	-1	5	0.1	-1	-0.4
O=C1CCCc2nc(N3CCN(Cc4ccccc4)CC3)ncc21	-1.2	0	-0.4	-1.0	-2.2	-1.4	0	2	-1.1	-4	-0.9
CCC(=O)c1ccc(OCC(=O)Nc2cc(S(=O)(=O)N3CCCCC3)ccc2N2CCN(CC)CC2)cc1	2.3	4	0.8	0.1	3.6	-4.8	4	1	-0.7	-2	-0.9
Cc1ccc(C(=O)N/C(=C\c2cn(S(=O)(=O)N(C)C)c3ccccc23)C(=O)NCCN2CCOCC2)cc1	1.1	1	0.7	0.7	-2.0	1.5	0	-1	-3.8	-3	-1.0
O=C(Nc1ccc(S(=O)(=O)N2CCCCC2)cc1)c1ccc(=O)[nH]c1	-1.4	0	0.3	1.2	1.0	-0.9	-3	-5	-1.9	-4	-1.4
CN(CC(=O)Nc1c(Cl)cccc1Cl)C(=O)CNC(=O)C1CCCCC1	-0.8	3	0.2	1.4	-2.2	1.2	1	10	0.8	-2	-0.6
O=C1CSC(c2cccnc2)N1Cc1ccc(Cl)cc1 (stereo unspecified)	-1.5	-5	-0.5	0.8	0.5	0.1	2	17	-0.6	-4	-1.4
CCN(Cc1ccncc1)Cc1nc(Cc2ccccc2Cl)no1	-4.7	0	0.7	-2.2	0.4	-1.6	1	-1	-2.3	-1	-2.2
O=C(O)CC/C(=N\NC(=O)CNC(=O)c1cccc(Cl)c1)c1ccccc1	1.0	0	-0.5	2.8	1.2	-0.8	2	1	0.5	0	-0.8
COc1ccc(-n2nnc3c(=O)n(CC(=O)N4CCC(C)CC4)cnc32)cc1	-1.7	2	0.1	0.6	0.3	0.2	-1	0	0.0	-2	-1.5
CCCC(=NCCc1c(C)[nH]c2ccccc12)C1=C(O)CC(c2ccccc2)CC1=O (stereo unspecified)	0.1	-10	0.2	-1.5	-3.3	-2.3	-6	-5	1.5	-1	-0.5
CCOC(=O)N1CCC(NC(=O)C2CCC(Cn3c(=O)[nH]c4ccccc4c3=O)CC2)CC1 (stereo unspecified)	1.2	1	-0.1	-0.3	-4.3	-1.1	-4	2	-1.4	-5	-0.7
c1ccc(N2CCN(c3nnnn3-c3ccccc3)CC2)cc1	-2.4	-2	0.3	1.2	0.7	-0.6	0	0	-0.2	-3	-1.2
CCC1CCCCN1C(=S)Nc1ccc(OC(F)F)cc1 (stereo unspecified)	-0.8	0	-0.6	-1.0	-0.2	-0.2	-3	12	-0.8	-2	-1.2
O=C(NNC(=O)c1ccccc1Br)c1cnccn1	-0.6	0	-0.1	0.3	1.1	3.0	-4	8	4.5	-1	-0.5
COCCn1c(SCC(=O)N(C)c2c(N)n(Cc3ccccc3)c(=O)[nH]c2=O)nnc1-c1cccc(C)c1	-0.1	1	0.7	-0.8	0.5	1.3	11	0	-2.1	-1	-0.9
Cc1cccc(/C=N/NC(=O)Cn2nccc2C)n1	0.7	3	-0.2	2.7	2.3	-0.6	4	12	-0.4	-4	-1.4
Cc1ccccc1C(=O)O/N=C/c1c(N2CCOCC2)n(C)c2ccccc12	3.0	-1	-0.3	0.1	-7.3	-1.1	-3	2	2.3	-3	-0.7
COc1cccc(CNS(=O)(=O)c2c(C(=O)N3CCCC3)c(C)n(C)c2C)c1	0.3	3	-0.2	0.3	0.0	0.5	-4	6	-1.2	-2	-0.8
COc1ccccc1Cc1c(-c2ccc(C#N)cc2)nc2c3ccccc3ccn12	5.1	0	-10.0	·	·	-0.6	-7	10	1.6	-1	0.3
CC(C)(C)c1cnnn1-c1ccc(C=O)cc1	1.1	0	0.7	0.0	0.5	-0.6	1	8	0.7	-4	-1.3
COc1ccc(C(=O)N(C)Cc2nc3ccccc3c(=O)[nH]2)cc1S(=O)(=O)N1CCCC1	3.6	-1	-0.2	0.4	0.7	-1.6	4	7	-0.6	0	-0.8
CNS(=O)(=O)c1ccc(NS(=O)(=O)c2ccccc2F)cc1	-2.0	2	0.1	0.5	1.1	0.3	4	1	0.1	4	-1.6
Cc1c(Br)c([N+](=O)[O-])nn1CC(=O)N(C)Cc1ccccc1	2.2	4	-0.5	1.4	2.3	0.2	-3	4	-1.0	1	-0.8
COC1OC2COC(c3ccccc3)OC2C(O)C1NC(=O)c1ccccc1 (stereo unspecified)	0.7	-3	0.0	-0.6	1.5	-0.7	-3	0	-0.5	-1	-0.5
CC1CCCC(NC(=O)c2cccc(S(=O)(=O)N3CCOCC3)c2)C1C (stereo unspecified)	-1.4	0	0.2	0.4	-0.4	-1.0	2	3	0.1	-2	-1.4
CC1(C(=O)NCc2ccc(C(F)(F)F)cc2)CCN1Cc1ccc(-c2ccccc2)o1 (stereo unspecified)	-5.2	-5	0.7	·	2.9	-0.2	9	-10	-3.0	0	-2.0
O=C(COC(=O)c1ccc(O)cc1O)NC12CC3CC(CC(C3)C1)C2	4.3	-5	0.0	0.5	1.6	0.9	-9	-39	0.0	1	-0.8
Cc1csc(SCC(=O)Nc2ccccn2)n1	2.5	-3	0.2	-0.4	0.8	0.3	8	7	-0.7	0	-0.7
FC(F)(F)c1nnc2n1N=C(c1cccs1)CS2	-0.7	4	-0.1	-0.7	1.1	-0.7	5	4	-1.3	-3	-1.8
Cc1ccc(NC(=O)Cn2ccnc2)cc1C	-0.7	0	0.4	-1.6	-0.1	-0.4	-1	4	-0.4	-3	-1.9
CC(C)(C)c1ccc(C(=O)N2CCN(C(=O)c3cccs3)CC2)cc1	-1.0	2	0.4	0.3	2.0	0.1	-7	1	-2.2	1	-1.2
Cc1ccc(-c2c[n+]3c(n2-c2ccccc2)SCC3)cc1	-5.8	0	0.6	-3.9	-2.8	-0.9	2	1	-4.7	-8	-3.0
C[C@@H]1CCCCO[C@H](CN(C)S(=O)(=O)c2ccc(F)cc2)[C@@H](C)CN([C@H](C)CO)C(=O)c2cc(NC(=O)Nc3ccc(C(F)(F)F)cc3)ccc2O1	-2.7	-2	0.2	0.1	-3.7	-2.1	1	-24	-0.7	-3	-1.6
Cc1c(N=Nc2ccc(N(C)C)cc2)c(=O)n(-c2ccccc2)n1C	6.6	-8	0.2	0.6	4.3	4.0*	-4	3	3.5	7.8*	-0.4
COc1cc(C(=O)N/N=C/c2ccc(OC(=O)c3ccccc3Cl)cc2)ccc1O	1.6	0	0.4	-0.2	2.1	-1.6	2	-10	-2.3	1	-1.0
Cc1ccc(S(=O)(=O)CCC(=O)OCc2cc(=O)oc3cc(C)ccc23)cc1	0.6	-1	-0.1	-0.9	1.0	-0.9	-2	6	-0.2	-4	-1.4
O=C(Nc1cc(S(=O)(=O)N2CCCCCC2)ccc1OCC(F)(F)F)c1cnccn1	-0.3	-7	-0.5	-0.6	0.4	-0.2	-8	-2	-1.3	-2	-0.8

A second format for some results above:
smiles | hgDAF12 agonist | GC-A act | proKLK7 act | DAX1 inh-1 | GAA850 FXN act | DAX1 inh-2 | GC-B act | sPLA2-III inh | hcDAF-12 act | SMARCA2 act | ssDAF12 agonist
Cc1ccc(NC(=O)Cn2ccnc2)cc1C | -0.7 | 0 | 0.4 | -1.6 | -0.1 | -0.4 | -1 | 4 | -0.4 | -3 | -1.9
CC(C)(C)c1ccc(C(=O)N2CCN(C(=O)c3cccs3)CC2)cc1 | -1.0 | 2 | 0.4 | 0.3 | 2.0 | 0.1 | -7 | 1 | -2.2 | 1 | -1.2
Cc1ccc(-c2c[n+]3c(n2-c2ccccc2)SCC3)cc1 | -5.8 | 0 | 0.6 | -3.9 | -2.8 | -0.9 | 2 | 1 | -4.7 | -8 | -3.0

Continuation.
SMILES	hgDAF12 agonist	GC-A act	proKLK7 act	DAX1 inh-1	GAA850 FXN act	DAX1 inh-2	GC-B act	sPLA2-III inh	hcDAF-12 act	SMARCA2 act	ssDAF12 agonist
Cc1nn(CCCC(=O)Nc2ccccn2)c(C)c1[N+](=O)[O-]	1.2	1	-0.5	0.2	0.7	0.3	3	3	-1.4	-1	-0.8
CCC(=O)N(Cc1cc2ccccc2[nH]c1=O)c1ccc(OC)cc1	1.4	-12	-0.1	2.6	-0.8	-0.3	0	2	-1.6	2	-1.2
O=C(NCC(O)COc1ccc([N+](=O)[O-])cc1)Nc1ccccc1 (stereo unspecified)	0.7	-3	0.5	0.4	-0.9	-0.5	1	-7	0.9	-2	0.5
CNC(=O)C1CCN(S(=O)(=O)c2c(C)noc2/C=C/c2ccc(OC)cc2)CC1	2.2	2	-0.2	0.4	2.6	0.4	0	7	1.4	-4	-1.4
CCCCCCNC(=O)O[C@H]1C[C@H](C(=O)OC)[C@H](C(=O)OC)C2CN(S(=O)(=O)c3ccc(C)cc3)C[C@@]21O (stereo partly specified)	-1.0	1	-0.8	0.7	-3.6	-1.6	0	-25	0.3	-2	-1.5
